Source: PubChem
ABCB1 inh = blocks JC-1 efflux by human ABCB1 transporter. P08183. CCRF-Adr cells, flow cytometry. inhibition, % at 6.6 µM. 190,000 tested, 0.067% active; in the data active = inhibition above about 40%;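 note: 0% = vehicle and 100% = reference inhibitor; higher value means more JC-1 retained so stronger ABCB1 efflux block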
Mcl1-Bid inh = disrupts binding of human Mcl-1 to Bid peptide; inhibition, % at 21.7 µM; 220,000 tested, 0.97% active; Q07820; TR-FRET Mcl-1/Bid-Dy647 peptide binding, 1536-well;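 active = compounds that cut the binding signal by more than half at the single screening dose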;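 note: His-tagged Mcl-1 with europium anti-His antibody binding Bid BH3 peptide; 0% = Mcl-1 plus peptide wells and 100% = peptide-only wells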
Avidin bead fluor = avidin bead compound fluorescence profile. Avidin beads, compound fluorescence 488/530 nm, flow cytometry; active compounds read high. fluorescence (KMESF) at 10 µM. AID 1775. 220,000 tested, 0.38% active; in the data active = fluorescence above about 47; note: inactives centre near 10
Mcl1 Noxa PPI = disrupts binding of human Mcl-1 to Noxa peptide; Q07820; TR-FRET Mcl-1/Noxa peptide binding, 2 h; inhibition, % at 21.7 µM; 220,000 tested, 1.5% active; AID 1022;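 active = compounds that cut the protein-peptide binding signal by more than 50% relative to plate controls in a single-dose test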;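 note: His-tagged Mcl-1 with rhodamine Noxa BH3 peptide and terbium anti-His antibody; 0% = Mcl-1 plus Noxa peptide wells and 100% = peptide-only wells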
RGS7-Gao reg = human RGS7-Galphao interaction regulation; P09471; Multiplexed bead flow cytometry, RGS7-Galphao binding; actives lie on both sides; binding response (% of control), % at 10 µM; 220,000 tested, 0.35% active; AID 1439; in the data active = binding response below about 49% or above about 150%; inconclusive = no clear call, values can overlap the other calls; inactive = in between;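 note: fluorescent Galphao held in activated GDP-AlF4 state binding bead-coupled RGS7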
RGS4-Gao reg = human RGS4-Galphao interaction regulation | 220,000 tested, 0.33% active | Multiplexed bead flow cytometry, RGS4-Galphao binding; actives lie on both sides | binding response (% of control), % at 10 µM; in the data active = binding response below about 49% or above about 150%; inactive = in between;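 note: fluorescent Galphao activated with aluminum fluoride binding bead-coupled RGS4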
ABCG2 block = inhibitors of human ABCG2 transporter, ABCB1 counter-screen. Q9UNQ0. IgMXP3 cells, JC-1 efflux, flow cytometry. inhibition, % at 6.6 µM. 190,000 tested, 0.1% active. AID 1325;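 active = inhibition above 80%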;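 note: 0% = DMSO and 100% = nicardipine control wells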
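Test system: IgMXP3 cells (ABCG2) mixed with DDAO far-red-labelled CCRF-Adr cells (ABCB1). Reagent: JC-1 transporter substrate. Compound dosing: single test compound dose, 6.6 µM final. Times: 10 min compound exposure, 25 °C. Detection: flow cytometry of retained JC-1 fluorescence. Read-out basis: efflux inhibition in percent versus controls. Controls: nicardipine and DMSO wells.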
GSH bead fluor = compound fluoresces at 488/530 nm on GSH beads | GSH beads flow cytometry, compound fluorescence 488/530 nm; active compounds read high | fluorescence (KMESF) at 10 µM | 190,000 tested, 0.25% active | AID 1776; in the data active = fluorescence above about 89;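 note: glutathione beads carrying GST-tagged Bcl family fusion proteins plus one bare bead set; values are compound well signal with DMSO vehicle wells as background; inactives centre near 16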
RGS8-Gao = human RGS8-Galphao interaction regulation; P09471; response (percent of control binding), % at 10 µM; 220,000 tested, 0.34% active; multiplexed bead flow cytometry, RGS8-Galphao binding; actives lie on both sides; in the data active = response below about 60% or above about 140%; inactive = in between;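 note: Galphao activated as the GDP aluminium fluoride complex binding bead-coupled RGS8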
Pf gametocyte = inhibitors of late stage P. falciparum gametocyte viability | P. falciparum stage V gametocytes, ATP luminescence, 24 h | inhibition, % at 10.9 µM | 150,000 tested, 0.065% active | AID 743093;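 active = inhibition above the mean plus 3 SD of compounds within the control limits, set per campaign, cut at about 38% in these data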;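 note: 0% = DMSO wells and 100% = medium only without gametocytes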
Bim-Mcl-1 = human Bim-Mcl-1 interaction inhibition; Bead-based flow cytometry, Bim peptide-Mcl-1 binding; inhibition, % at 10 µM; 190,000 tested, 0.1% active; AID 1009; in the data active = inhibition above about 40%;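 note: 0% = no compound tracer wells and 100% = peptide blocker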
Active calls of the source: *; u = inconclusive; x = not tested or not shown; [ ] = another dose, or the depositor's remark.

SMILES	ABCB1 inh	Mcl1-Bid inh	Avidin bead fluor	Mcl1 Noxa PPI	RGS7-Gao reg	RGS4-Gao reg	ABCG2 block	GSH bead fluor	RGS8-Gao	Pf gametocyte	Bim-Mcl-1
O=C(NNc1ccccc1Br)C(O)(c1cccc(C(F)(F)F)c1)c1cccc(C(F)(F)F)c1	0.9	0	6	-10	103	98	6	23	99	x	-4
COc1ccccc1NS(=O)(=O)c1ccc(O)c(C(=O)OCc2cccc([N+](=O)[O-])c2)c1	0.6	-12	10	11	99	95	3	23	101	-22	0
CCOc1ccccc1NC(=O)C(=O)NCC1CCCN1CC (stereo not given)	0.3	-2	6	3	99	100	1	22	97	x	-5
O=C(O)/C=C/C(=O)NNc1ncnc2ccccc12	x	-66	8	4	u	103	x	x	98	-17	x
CC(=O)OC1c2ccccc2C(=O)N1Cc1ccccc1 (stereo not given)	0.7	-8	6	14	98	103	1	26	102	x	1
O=C(Cn1[nH]c(=O)c2ccccc2c1=O)Nc1cccc(S(=O)(=O)N2CCCCCC2)c1	-1.9	-18	24	17	112	109	32	14	103	-41	-1
CCOC(=O)CN1CC23C=CC(O2)C(C(=O)NCc2ccc(F)cc2)C3C1=O (stereo not given)	0.9	-8	28	-1	100	98	20	14	102	x	-4
COC(=O)COc1ccc(S(=O)(=O)NCCC2=CCCCC2)cc1C	0.7	-5	35	3	99	100	19	25	101	x	-8
Cn1cccc1/C=C1/SC(=S)N(CC(=O)O)C1=O	0.9	-25	9	15	u	102	5	14	101	x	1
CC(=O)Nc1ccc(NC(=O)CSc2nnc(C3CC3)n2C)cc1	0.2	3	42	14	103	101	0	22	103	x	4
Cc1c(C#N)c(N)nc2c3c(sc12)NC(=O)CC3c1ccc(F)cc1 (stereo not given)	-0.1	27	6	11	88	94	1	19	88	-15	-7
CCOC(=O)N1CCN(C(=O)C2CCN(C(=O)c3cc(OC)cc(OC)c3)CC2)CC1	0.4	-8	6	9	130	123	1	9	134	2	-6
Cc1cc(C(=O)Nc2nc3c(C)cccc3s2)c(C)o1	-0.3	11	9	-2	79	72	0	16	68	x	-1
Oc1ccc(-c2nc3c4c(ncn3n2)-c2ccccc2CC42CCCC2)cc1	0.1	4	16	10	102	101	2	6	102	x	-4
CN(C)CCNC(=O)/C(=N\O)c1ccccn1	3.6	-3	11	-6	97	100	6	11	99	-9	0
c1ccc(OCCCN2CCCC2)cc1	0.4	35	6	-10	100	106	2	48	101	24	0
OCC1(CCCc2ccccc2)CCN(C2CCSCC2)CC1	0.0	-29	2	-11	107	99	1	9	102	-11	0
CCc1nnc(NC(=O)CSc2nnc(-c3cccnc3)n2CC)s1	0.7	-11	4	13	107	109	-1	32	97	x	2
CC(C)n1nc(C(=O)Nc2ccccc2N2CCOCC2)c2ccccc2c1=O	2.1	14	5	10	88	94	9	3	91	x	-22
Oc1ccc(/C=N/N(Cc2ccccc2)c2ccccc2)c(O)c1O	-5.7	-112	3	25	89	75	-11	14	84	x	1
CC(=Nc1ccc(C)cc1C)c1sc2ccccc2c1O	-0.1	-65	12	-8	98	103	0	20	103	-17	0
CC1(C)CC(=O)C2=C(C1)N(Cc1ccco1)C(=O)NC2(C(F)(F)F)C(F)(F)F	0.0	-2	4	0	98	104	2	38	102	x	0
c1ccc(-c2nc(-c3ccc(-c4ccon4)s3)no2)cc1	x	8	7	15	u	100	x	x	101	23	x
COC(=O)C1CCN(C(=O)c2ccc(NC(C)=O)cc2)CC1	-0.6	-3	13	-18	96	94	0	31	98	-12	1
CCOC(=O)c1ccc(-c2ccc(CO)o2)cc1	0.1	-26	11	3	101	102	1	10	102	x	0
CCOc1ccc2c(c1)-c1c(ssc1=S)C(C)(C)N2C	0.3	-69	5	33	106	104	6	14	101	-18	3
O=C(O)CCC(=O)Nc1sc2c(c1C(=O)Nc1cccc3ccccc13)CCCCC2	-0.6	-74	2	21	191*[activator]	193*[activator]	-5	13	174*[activator]	-24	-2
CC(=O)NCCc1nc2ccccc2n1Cc1cc(C)ccc1C	x	1	7	6	u	96	x	x	98	5	x
CC1(C)CC(=O)C(Sc2ccccc2C(=O)O)=C(O)C1	-0.1	-26	3	15	102	101	0	10	103	-4	-3
O=C(Nc1ccc2c3c(cccc13)CC2)c1cccc([N+](=O)[O-])c1	3.7	9	13	1	103	102	36	12	104	11	-3
O=[N+]([O-])c1cccc(-c2ccc(/C=N/NC(=S)NCc3ccco3)o2)c1	x	-56	7	8	u	103	x	x	102	13	x
O=C(Nc1ccc(Cl)c(S(=O)(=O)N2CCOCC2)c1)c1cc(-c2ccccn2)nc2ccccc12	0.3	-14	12	9	104	104	1	18	103	x	-1
COc1ccc(Cc2noc(CN(C)Cc3cccc(-n4cccn4)c3)n2)cc1OC	0.9	-1	11	12	105	102	4	14	102	11	-4
COC(=O)c1ccc(NC2(C#N)C(=O)Nc3ccccc32)cc1 (stereo not given)	0.1	-15	5	7	100	106	4	41	105	23	-3
CC(C)(C)CC(=O)NC(=S)Nc1ccccc1C(F)(F)F	0.6	-10	45	-3	110	119	4	9	106	x	0
C/C(=N\NC(=O)c1ccc(F)cc1)c1ccc(N2CCOCC2)cc1	-0.4	-17	11	5	u	101	-2	11	101	6	0
Cc1ccc(C(=O)O)cc1N1C(=O)c2cccc3cc(Br)cc(c23)C1=O	0.8	-48	29	-1	105	107	1	8	103	x	-2
Cc1csc(NC(=O)C(F)(F)F)n1	0.3	-60	4	16	103	104	-1	18	108	2	-24
COc1ccc2c(c1)CCCN2C(N)=O	0.5	-17	20	14	102	106	15	20	101	-48	3
O=C(CSc1cccc[n+]1[O-])N1CCCCCC1	0.6	-35	9	4	100	96	1	25	101	-8	0
O=S(=O)(N/N=C/c1ccc2c(c1)OCCO2)c1ccccc1	0.1	-64	13	5	97	100	0	11	100	x	0
COc1ccc(OC)c(/C=N/c2c(-c3ccc(O)c(OC)c3)nc3ccccn23)c1	1.2	-34	8	34	106	100	14	24	100	18	0
COc1ccc(-c2nc(C#N)c(NCCCn3ccnc3)o2)cc1OC	-0.7	-68	9	18	99	97	-1	71	100	-58	0
S=C(c1ccc(-c2ccccc2Cl)o1)N1CCCCC1	-0.7	9	8	-16	98	101	-6	9	102	-5	5
CC1(C)CC2(C)OC(=N)C1(C#N)C2(C#N)C#N (stereo not given)	x	-94	12	-9	u	96	x	x	101	5	x
CCN(CC)c1ccc(NC(=O)c2cccc(C)c2OC)c(C)c1	-0.4	-21	7	62*	96	101	-1	10	96	-11	2
NC(=O)CSc1nc2cc([N+](=O)[O-])ccc2n1-c1cccc(C(F)(F)F)c1	1.4	9	15	18	98	98	3	18	100	-14	-5

An excerpt of these results, field by field:
COc1ccc(Cc2noc(CN(C)Cc3cccc(-n4cccn4)c3)n2)cc1OC
  ABCB1 inh: 0.9; Mcl1-Bid inh: -1; Avidin bead fluor: 11; Mcl1 Noxa PPI: 12; RGS7-Gao reg: 105; RGS4-Gao reg: 102; ABCG2 block: 4; GSH bead fluor: 14; RGS8-Gao: 102; Pf gametocyte: 11; Bim-Mcl-1: -4
COC(=O)c1ccc(NC2(C#N)C(=O)Nc3ccccc32)cc1 (stereo not given)
  ABCB1 inh: 0.1; Mcl1-Bid inh: -15; Avidin bead fluor: 5; Mcl1 Noxa PPI: 7; RGS7-Gao reg: 100; RGS4-Gao reg: 106; ABCG2 block: 4; GSH bead fluor: 41; RGS8-Gao: 105; Pf gametocyte: 23; Bim-Mcl-1: -3
CC(C)(C)CC(=O)NC(=S)Nc1ccccc1C(F)(F)F
  ABCB1 inh: 0.6; Mcl1-Bid inh: -10; Avidin bead fluor: 45; Mcl1 Noxa PPI: -3; RGS7-Gao reg: 110; RGS4-Gao reg: 119; ABCG2 block: 4; GSH bead fluor: 9; RGS8-Gao: 106; Pf gametocyte: x; Bim-Mcl-1: 0
C/C(=N\NC(=O)c1ccc(F)cc1)c1ccc(N2CCOCC2)cc1
  ABCB1 inh: -0.4; Mcl1-Bid inh: -17; Avidin bead fluor: 11; Mcl1 Noxa PPI: 5; RGS7-Gao reg: u; RGS4-Gao reg: 101; ABCG2 block: -2; GSH bead fluor: 11; RGS8-Gao: 101; Pf gametocyte: 6; Bim-Mcl-1: 0

Rows were taken by chance (roughly 3.3% active in at least one column).
